MT stabilize HCS = microtubule stabilizers in HeLa cells, primary screen, imaging, high-content imaging | HeLa tubulin immunostaining HCS, 24 h; share of cells brighter than vehicle mean+2SD | % tubulin-high responders, % at 10 µM | 0.83% of 200,000 active;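 active = plate Z-score above 3 for both tubulin-high and condensed-nucleus cell shares, with cell loss under 80%, at 10 µM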;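 also: anti alpha tubulin signal scored within the nucleus-defined area of each cell; some results filed as inactive read as strong as hits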
Yfh1-off respiration = enhancers of respiration in Yfh1-depleted yeast, dose response, Friedreich's ataxia, plus single-dose screen (AID 1465); 0.074% of 220,000 active; one-dose fold induction at 50 µM; EC50 in µM for titrated hits; S. cerevisiae Yfh1-off respiration, WST-1 reduction, 72 h; higher fold induction means a stronger effect;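 active = fold induction of absorbance versus untreated yeast above a set limit, then at least 30% activation at any dose in follow-up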;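 also: activators that raise dye reduction in frataxin-depleted yeast; strong numbers were not always called active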
Dynein cargo inh = inhibitors of GR-EGFP nuclear translocation, primary screen, dynein cargo transport inhibitor project, imaging, high-content, 3617.4 mouse cells; test concentration mostly 20 µM; stimulated with dexamethasone, 1 µM; stronger effect = lower value; z-score, hits read low; 0.47% of 220,000 active;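 active = plate z-score of nuclear minus cytoplasmic receptor signal below a set negative limit, without overly bright fluorescence or cell loss, cut at about -3.5 in these data, passing the limit was not always enough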;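 also: z-score of nuclear minus cytoplasmic ring GR-EGFP intensity difference per well; some compounds called inactive have numbers as strong as hits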
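Also added: dexamethasone, 1.0 µM final. Medium: tet-free, stripped-serum medium. Detection: fixed, Hoechst-stained cells imaged at 10x for EGFP. Read-out: nuclear-to-cytoplasmic GR-EGFP distribution per well. Times: induction 48 h, compound 1 h, agonist 30 min.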
b-catenin transl = modulators of beta-catenin nuclear translocation, primary screen, imaging, HeLa cells, immunofluorescence, high-content; nuclear translocation activity, % at 5 µM; 0.3% of 190,000 active;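 active = nuclear translocation activity above 50% at 5 µM, with a well cell count of 50 or more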;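 also: per-cell ratio of nuclear to cytoplasmic median beta-catenin stain intensity; plate controls were DMSO negative control for no effect and GSK-3 inhibitor IX positive control for full effect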
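System: HeLa cells, endogenous beta-catenin; compound dosing: 5 µM primary single dose, 0.1% DMSO, 0.02–20 µM confirmation series; incubation: 24 h compound exposure at 37°C, 5% CO2; signal: beta-catenin immunofluorescence imaging with DAPI; evaluation: % activation, nuclear-to-cytoplasmic median beta-catenin signal ratio per cell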
NOD1 inhibition = NOD1 signaling inhibitors, primary screen, cell-based, luminescence, uHTS (AID 1578) | NOD1-driven NF-kB luciferase reporter cells, luminescence; higher % means a stronger effect | 1% of 290,000 active | inhibition, % at 4 µM; hits with a dose series show EC50 in µM; in the data active = inhibition mostly above about 36%, no sharp cut-off; inactive = mostly below about 34%;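 also: HEK-293T reporter cells stimulated with the NOD1 agonist gamma-tri-DAP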
Insulin prom up = insulin promoter activators in MIN6 cells, imaging, high-content screening, mouse beta cells; MIN6 insulin promoter-GFP reporter; stronger effect = higher value; z-score at 5 µM; 0.3% of 190,000 active;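 active = z-score above 3 at 5 µM with at least 500 cells counted in the well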
HEK293 NOD2/NF-kB = NOD2 signaling inhibitors, cell-based, luminescence, uHTS, HEK293 (AID 1566) | HEK293 NOD2/NF-kB luciferase reporter, luminescence; higher % means a stronger effect | inhibition, % at 4 µM; hits with a dose series show EC50 in µM | 0.63% of 290,000 active; in the data active = inhibition above about 50%; also: many of its hits are not listed in these tables
Autophagy HCS = autophagy modulators in MEF cells, primary screen, imaging, high-content, MEF GFP-LC3; MEF GFP-LC3 puncta imaging; test concentration mostly 10 µM; calls only at 10 µM (by protocol); 0.98% of 190,000 active; AID 463193, 2010;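 active = percentage of spot-positive cells more than 3 SD above its plate mean, without a fluorescence outlier flag or 80% toxicity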;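 also: spot-positive cell cutoff set from DMSO-treated cells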
P. falciparum M17LAP = P. falciparum M17LAP inhibitors, primary screen, biochemical, fluorogenic H-Leu-NHMec substrate, 1536-well (AID 1619); Leucine aminopeptidase (Plasmodium falciparum (isolate 3D7)); recombinant M17LAP, H-Leu-NHMec fluorogenic kinetic assay; higher % means a stronger effect; inhibition, % at 30 µM, or IC50 in µM where a hit was titrated; 0.38% of 220,000 active;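 active = compound inhibiting the enzyme by more than half at any dose during confirmatory dose-response retesting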;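 also: plate controls were full reaction with DMSO carrier for no effect and no enzyme background for full effect; strong numbers were not always called active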
Dynein cargo inh cytoplasmic EGFP = second read-out of Dynein cargo inh, no call of its own (marks repeat the call); z-score; measured here: cytoplasmic GR-EGFP intensity; stronger effect = higher value
Dynein cargo inh nuclear GR-EGFP = also measured in Dynein cargo inh; calls as there; z-score; measured here: nuclear GR-EGFP intensity;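 lower value marks the stronger effect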
Dynein cargo inh cell count = further read-out of Dynein cargo inh, marked with its call; z-score; measured here: cell count per field
Insulin prom up cell count = second read-out of Insulin prom up, no call of its own (marks repeat the call); cell count; measured here: cytotoxicity, nuclei count;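 total cells summed across four imaged fields per well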
b-catenin transl cell count 5 µM = further read-out of b-catenin transl, marked with its call; cell count; measured here: cell count, cytotoxicity flag
MT stabilize HCS Hoechst-high % = second read-out of MT stabilize HCS, no call of its own (marks repeat the call); % Hoechst-high responders; measured here: nuclear condensation Hoechst responders;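 share of cells brighter than vehicle mean plus two SD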
MT stabilize HCS cytotoxicity % = recorded beside MT stabilize HCS, whose call it bears; toxicity, %; measured here: cytotoxicity by cell density;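 0% = mean cell density of plate MIN control wells and 100% = no cells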
Autophagy HCS cell loss 18 h = also measured in Autophagy HCS; calls as there; toxicity, %; measured here: cell loss, nuclei count;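 cell loss after 18 h compound exposure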
Numbers without * were called inactive; i = inactive; / = no result given. A portion of the library (hit frequency here may not be typical).

SMILES	MT stabilize HCS	MT stabilize HCS Hoechst-high %	MT stabilize HCS cytotoxicity %	Yfh1-off respiration	Dynein cargo inh	Dynein cargo inh cytoplasmic EGFP	Dynein cargo inh nuclear GR-EGFP	Dynein cargo inh cell count	b-catenin transl	b-catenin transl cell count 5 µM	NOD1 inhibition	Insulin prom up	Insulin prom up cell count	HEK293 NOD2/NF-kB	Autophagy HCS	Autophagy HCS cell loss 18 h	P. falciparum M17LAP
CCC(C)C(=O)Nc1ccc([N+](=O)[O-])cc1OC (stereo not given)	4.6	2.0	9.1	i	1.1	-0.26	0.78	-0.25	-2.2	941	-9%	-0.49	1624	11%	i	-31	3%
O=C(Cc1cccs1)Nc1nnc(SCC(=O)N2CCCCC2)s1	3.5	2.0	8.7	i	-1.2	-0.28	-0.72	0.32	1.0	981	-10%	0.77	901	14%	i	17	4%
CCN1CCN(CCNC(=O)C2CCN(Cc3nc(-c4ccc(Cl)cc4)oc3C)CC2)CC1	2.0	3.7	6.1	/	1.1	-0.034	0.97	-0.98	/	/	-9%	-1.2	870	16%	i	5	1%
CC1=C(C(=O)Nc2ccccc2)C(c2ccccc2)N2C(=O)CSC2=N1 (stereo not given)	2.9	2.5	8.7	i	-0.94	-0.073	-0.26	0.025	-2.6	1201	-6%	-0.25	1024	-3%	i	7	4%
O=C(Nc1ccc(NC(=O)c2ccco2)nc1)c1ccccn1	5.1	2.2	9.4	i	-1.2	-0.21	-0.36	0.86	-0.3	735	-1%	-0.64	968	-50%	i	11	6%
COCCCN(C(=S)NC(=O)c1ccc(Br)cc1)c1c(N)n(Cc2ccccc2)c(=O)[nH]c1=O	3.6	2.2	9.4	i	-0.23	1	0.29	-0.67	-4.0	1026	-37%	-0.22	1561	2%	i	3	8%
CC(=O)n1cc([C@@H]2C=C(C(=O)N3CCN(Cc4ccc5c(c4)OCO5)CC3)O[C@H](OCc3ccc(CO)cc3)C2)c2ccccc21	1.6	0.7	3.4	i	2.1	-0.12	1.7	-2	1.3	1006	43%	1.6	1311	16%	i	7	-7%
Cc1cc(N2CCN(C)CC2)nc2ccc(NC(=O)c3ccc(Br)o3)cc12	21	4.2	28	i	1.9	-0.1	1.1	-0.47	-5.7	1212	-41%	-0.16	1202	-16%	i	8	5%
Cc1ccc(NC(=O)Cn2cccc2)cc1C	4.1	1.7	6.9	i	-0.49	-0.2	0.016	0.13	/	/	7%	/	/	25%	i	-9	17%
COc1cccc(C2NC(=O)NC(C)=C2C(=O)Nc2ccc(C)cc2)c1 (stereo not given)	1.9	3.3	6.4	i	-0.53	-0.17	-0.21	0.31	0.6	941	-5%	0.89	1641	6%	i	7	18%
COCCCNC(=S)NCCCNc1nc2cc3c(cc2cc1C#N)OCO3	1.1	1.3	6.3	i	0.15	-0.24	0.31	-0.29	0.0	1114	-26%	0.51	1891	-7%	i	9	-183%
COc1ccc(C2=NOC3(CC(=O)N(c4ccc(Cl)cc4)C3=O)C2)c(OC)c1 (stereo not given)	2.5	2.9	6.0	i	-0.22	-0.031	0.22	0.26	-2.5	1356	-4%	1.1	1591	-6%	i	1	13%
COC(=O)Oc1ccc(/C=C/C(=O)OC(C)C)cc1OC(=O)OC	5.5	4.3	9.9	i	-0.36	-0.22	-0.46	0.58	5.4	778	-22%	/	/	7%	i	3	1%
Cc1cc(C)c2sc(NC(=O)CN3C(=O)CCC3=O)nc2c1	/	/	/	i	0.26	-0.25	0.72	0.42	0.3	1331	0%	-0.31	1087	11%	/	/	8%
Cc1cc(-c2ccccc2N)n[nH]1	1.3	1.7	9.2	i	0.75	-0.18	0.37	-0.94	2.0	1371	/	0.06	1612	12%	i	-4	-7%
O=C(NNc1ccc(C(F)(F)F)cc1[N+](=O)[O-])c1ccc(NS(=O)(=O)c2ccc(F)cc2)cc1	2.2	1.3	0.5	i	-0.38	-0.22	0.092	-0.21	1.0	1120	-16%	-1.5	1439	13%	i	-5	-13%
Nc1n[nH]c2cc(=O)n(-c3ccc(Cl)cc3)nc12	1.5	0.9	0.6	i	-1.2	-0.11	-0.55	0.72	0.9	1478	-2%	-0.39	1452	32%	i	17	11%
CCC(C)[C@H](NC(=O)CCn1nnc2ccccc2c1=O)C(=O)O (stereo not given in full)	2.3	1.6	12	i	0.28	-0.31	0.77	0.19	-3.1	587	-20%	0.11	1177	14%	i	3	16%
CC1=C(C(=O)OCc2ccccc2)C(c2ccc(Cl)cc2)NC(=O)N1CCCCCC(=O)O (stereo not given)	2.3	2.6	8.5	i	0.44	-0.22	0.53	0.23	2.2	489	-26%	-0.2	1260	0%	i	-2	47%
Fc1ccc(C(c2nnnn2C2CCCCC2)N2CCCC2)cc1 (stereo not given)	3.3	1.8	6.1	i	-0.11	-0.3	-0.55	0.86	0.4	1486	-27%	-0.1	1547	-12%	i	11	1%
CNC(=S)N/N=C/c1ccco1	/	/	/	i	0.052	-0.27	-0.012	-0.042	-2.3	1334	-8%	-0.19	1097	2%	/	/	8%
CC(C)C1NC(=S)N(C2CCCCC2)C1=O (stereo not given)	3.3	1.9	6.3	i	-0.33	-0.29	-0.49	0.88	-0.9	605	-35%	0.79	1416	-2%	i	0	5%
COc1ccc(CC(=O)NCc2ccco2)cc1OC	1.5	1.7	8.0	i	-0.25	-0.32	0.16	0.44	0.6	1076	7%	1.3	718	-7%	i	-18	6%
Cc1cccc(CN2CCN(c3nc4nonc4nc3NC3CC3)CC2)c1	2.6	1.6	6.5	i	0.081	-0.3	-0.054	0.73	2.0	1088	37%	-0.75	1338	5%	i	-29	4%

Eight entries from above, comma-delimited.
compound,MT stabilize HCS,MT stabilize HCS Hoechst-high %,MT stabilize HCS cytotoxicity %,Yfh1-off respiration,Dynein cargo inh,Dynein cargo inh cytoplasmic EGFP,Dynein cargo inh nuclear GR-EGFP,Dynein cargo inh cell count,b-catenin transl,b-catenin transl cell count 5 µM,NOD1 inhibition,Insulin prom up,Insulin prom up cell count,HEK293 NOD2/NF-kB,Autophagy HCS,Autophagy HCS cell loss 18 h,P. falciparum M17LAP
Nc1n[nH]c2cc(=O)n(-c3ccc(Cl)cc3)nc12,1.5,0.9,0.6,i,-1.2,-0.11,-0.55,0.72,0.9,1478,-2%,-0.39,1452,32%,i,17,11%
CCC(C)[C@H](NC(=O)CCn1nnc2ccccc2c1=O)C(=O)O (stereo not given in full),2.3,1.6,12,i,0.28,-0.31,0.77,0.19,-3.1,587,-20%,0.11,1177,14%,i,3,16%
CC1=C(C(=O)OCc2ccccc2)C(c2ccc(Cl)cc2)NC(=O)N1CCCCCC(=O)O (stereo not given),2.3,2.6,8.5,i,0.44,-0.22,0.53,0.23,2.2,489,-26%,-0.2,1260,0%,i,-2,47%
Fc1ccc(C(c2nnnn2C2CCCCC2)N2CCCC2)cc1 (stereo not given),3.3,1.8,6.1,i,-0.11,-0.3,-0.55,0.86,0.4,1486,-27%,-0.1,1547,-12%,i,11,1%
CNC(=S)N/N=C/c1ccco1,/,/,/,i,0.052,-0.27,-0.012,-0.042,-2.3,1334,-8%,-0.19,1097,2%,/,/,8%
CC(C)C1NC(=S)N(C2CCCCC2)C1=O (stereo not given),3.3,1.9,6.3,i,-0.33,-0.29,-0.49,0.88,-0.9,605,-35%,0.79,1416,-2%,i,0,5%
COc1ccc(CC(=O)NCc2ccco2)cc1OC,1.5,1.7,8.0,i,-0.25,-0.32,0.16,0.44,0.6,1076,7%,1.3,718,-7%,i,-18,6%
Cc1cccc(CN2CCN(c3nc4nonc4nc3NC3CC3)CC2)c1,2.6,1.6,6.5,i,0.081,-0.3,-0.054,0.73,2.0,1088,37%,-0.75,1338,5%,i,-29,4%

Additional records
SMILES	MT stabilize HCS	MT stabilize HCS Hoechst-high %	MT stabilize HCS cytotoxicity %	Yfh1-off respiration	Dynein cargo inh	Dynein cargo inh cytoplasmic EGFP	Dynein cargo inh nuclear GR-EGFP	Dynein cargo inh cell count	b-catenin transl	b-catenin transl cell count 5 µM	NOD1 inhibition	Insulin prom up	Insulin prom up cell count	HEK293 NOD2/NF-kB	Autophagy HCS	Autophagy HCS cell loss 18 h	P. falciparum M17LAP
CC1CCN(CCn2c(=S)[nH]c3cc4c(cc3c2=O)OCO4)CC1	1.8	2.0	4.4	i	0.41	-0.19	-0.31	-0.69	0.3	1091	-18%	-0.57	1087	-1%	i	-4	13%
N#Cc1ccc(NC(=O)Nc2ccc(Cl)cc2)cc1	6.5	2.0	18	i	-0.44	-0.12	0.00036	-0.4	0.1	986	/	-0.89	1559	/	i	11	1%
O=C(NN1C(=O)C2C3C=CC(C4CC34)C2C1=O)c1cccc(Br)c1 (stereo not given)	/	/	/	i	-0.9	-0.28	-0.45	1.1	-2.8	1185	6%	0.67	1410	14%	/	/	-4%
O=C(Nc1cccc(C(F)(F)F)c1)N1CCC(c2nc(-c3ccc(F)cc3)no2)CC1	6.9	3.1	7.9	i	1.1	-0.079	1.1	-1.3	-1.3	1075	-26%	-0.3	1487	15%	i	-3	-9%
